IMP-1 inhibitor = blocks Pseudomonas aeruginosa IMP-1 metallo-beta-lactamase; inhibition, % at 5.6 µM; hit rate 0.45% among 290,000; purified IMP-1, nitrocefin hydrolysis, epi-absorbance fluorescence;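 active = inhibition above the mean plus 3 SD of all compounds in the same screening run, cut at about 4.5% in these data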;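 also: 0% = IMP-1 with DMSO and 100% = DMSO wells lacking enzyme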
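Material – recombinant IMP-1 enzyme, purified · Amount – IMP-1 0.2 nM before substrate addition · Medium – HEPES buffer pH 7.1 with ZnSO4 and Brij 35 · Timing – 25 °C, 15 min preincubation, 25 min reaction · Measured by – plate fluorescence quenching by hydrolysis product, ex 480/em 530 nm · Read-out – percent enzyme inhibition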
CRFR2-BP antag = antagonists of CRF-binding protein/CRF-R2 receptor complex. HEK293 CRF-R2/CRF-BP, CRF-induced calcium fluorescence. inhibition, % at 11.8 µM. hit rate 0.59% among 350,000. AID 588475;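 active = inhibition of the ligand-induced calcium signal above about 50% at the single tested concentration, limit read from the data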
VIM-2 inh = blocks Pseudomonas aeruginosa VIM-2 metallo-beta-lactamase; purified VIM-2, nitrocefin hydrolysis, epi-absorbance fluorescence; inhibition, % at 5.6 µM; hit rate 0.89% among 290,000; AID 1527;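 active = inhibition above the mean of all tested compounds plus 3 SD, cutoff set per screening run, cut at about 7.5% in these data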;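 also: red hydrolysis product quenches plate fluorescence so inhibitors raise well fluorescence; 0% = enzyme with DMSO and 100% = DMSO without enzyme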
p-CIP stab down = compounds decreasing mouse p/CIP protein stability; decrease of EGFP signal, % at 10 µM; F442A p/CIP-EGFP cells, EGFP fluorescence, 16 h; Q05BA5; AID 1984; hit rate 0.01% among 290,000;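 active = EGFP signal decrease of at least 30% at 10 µM or well 3 SD below plate mean, unless failing retest; inactive = the rest, including hits failing retest or dose response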; also: some compounds called inactive have numbers as strong as hits; many of its hits are not listed in these tables
Target sequence (Q05BA5 1-1403): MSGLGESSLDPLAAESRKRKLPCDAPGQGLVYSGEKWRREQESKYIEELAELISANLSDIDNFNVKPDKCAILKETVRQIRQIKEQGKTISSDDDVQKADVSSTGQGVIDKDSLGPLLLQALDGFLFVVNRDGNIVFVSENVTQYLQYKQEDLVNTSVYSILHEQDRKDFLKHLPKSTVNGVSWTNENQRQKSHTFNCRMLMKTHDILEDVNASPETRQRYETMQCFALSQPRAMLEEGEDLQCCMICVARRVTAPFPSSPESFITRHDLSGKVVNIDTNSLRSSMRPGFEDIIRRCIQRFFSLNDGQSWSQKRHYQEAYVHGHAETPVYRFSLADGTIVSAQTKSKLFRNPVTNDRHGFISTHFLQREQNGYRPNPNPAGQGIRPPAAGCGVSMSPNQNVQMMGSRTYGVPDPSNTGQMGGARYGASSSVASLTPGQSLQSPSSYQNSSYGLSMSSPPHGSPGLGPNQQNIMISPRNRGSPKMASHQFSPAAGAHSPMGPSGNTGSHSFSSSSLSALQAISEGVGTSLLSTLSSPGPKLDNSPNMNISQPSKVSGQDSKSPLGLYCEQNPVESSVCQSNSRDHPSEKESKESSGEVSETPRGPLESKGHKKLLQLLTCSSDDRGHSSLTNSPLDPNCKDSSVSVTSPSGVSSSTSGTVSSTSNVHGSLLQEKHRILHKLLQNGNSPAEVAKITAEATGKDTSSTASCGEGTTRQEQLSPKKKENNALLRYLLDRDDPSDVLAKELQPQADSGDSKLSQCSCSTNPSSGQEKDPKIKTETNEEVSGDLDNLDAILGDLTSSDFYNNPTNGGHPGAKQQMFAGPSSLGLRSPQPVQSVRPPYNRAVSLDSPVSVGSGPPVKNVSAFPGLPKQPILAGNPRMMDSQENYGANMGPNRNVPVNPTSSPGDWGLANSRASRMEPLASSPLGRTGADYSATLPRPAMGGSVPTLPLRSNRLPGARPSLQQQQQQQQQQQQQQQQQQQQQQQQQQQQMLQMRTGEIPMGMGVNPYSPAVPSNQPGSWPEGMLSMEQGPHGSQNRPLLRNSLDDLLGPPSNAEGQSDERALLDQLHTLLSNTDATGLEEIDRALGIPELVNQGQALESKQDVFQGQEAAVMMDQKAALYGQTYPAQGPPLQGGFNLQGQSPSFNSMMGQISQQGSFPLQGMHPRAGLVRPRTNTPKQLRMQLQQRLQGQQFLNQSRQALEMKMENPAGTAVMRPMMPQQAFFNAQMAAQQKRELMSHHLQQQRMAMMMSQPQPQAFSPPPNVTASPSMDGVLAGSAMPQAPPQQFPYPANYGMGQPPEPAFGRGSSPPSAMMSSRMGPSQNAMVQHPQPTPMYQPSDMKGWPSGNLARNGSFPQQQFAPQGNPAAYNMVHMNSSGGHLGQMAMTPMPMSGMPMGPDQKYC
UBC9 SUMO inh = SUMOylation inhibition; AID 2006; inhibition, % at 35 µM; HTRF SUMOylation assay, SAE1/SAE2 + UBC9, in vitro; hit rate 0.36% among 290,000; in the data active = inhibition above about 50%, passing the limit was not always enough; also: strong numbers were not always called active
NS3 helicase inh = blocks Hepatitis C virus NS3 helicase unwinding; inhibition, % at 10.9 µM; NS3 helicase DNA unwinding, Cy5 molecular beacon fluorescence; hit rate 0.56% among 290,000;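 active = inhibition above the mean of all tested compounds plus 3 SD, set per campaign, cut at about 35% in these data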;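 also: 0% = DMSO wells and 100% = thioflavine S control wells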
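test system = hepatitis C virus NS3 helicase domain fragment enzyme | reagent = annealed dual-labelled DNA beacon duplex, ATP-started | times = 1 h at 25 °C | detection = Cy5 fluorescence, 0 and 60 min reads | read-out basis = percent inhibition from t60/t0 fluorescence ratio | control set = DMSO and thioflavine S | replication = one well per compound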
GalR3 antagonist = antagonists of human GalR3. O60755. HEK293 GalR3-CNG cAMP membrane potential fluorescence; galR3 body fused to GalR1 C-terminus. inhibition, % at 3 µM. hit rate 0.44% among 360,000. AID 651719;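 active = inhibition above the screen-wide average plus 3 SD, cut at about 13% in these data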;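 also: forskolin and galanin both at EC90 stimulate the cells; cAMP rise reported by CNG channel membrane potential dye signal; 0% = forskolin plus galanin with DMSO and 100% = forskolin alone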
IDE cell activ = activators of human insulin-degrading enzyme in cells. P14735. HEK cells, FAbeta-B cleavage, fluorescence polarization; 0% vehicle, 100% cell-free pure enzyme wells. activation, % at 5.96 µM. hit rate 0.073% among 340,000. AID 493087;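 active = activation above the mean of all tested compounds plus 3 SD, set per screening campaign, cut at about 17% in these data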
IDE cell inh = inhibits human insulin-degrading enzyme in HEK cells. P14735. FAbetaB cleavage, fluorescence polarization. inhibition, % at 5.59 µM. hit rate 0.41% among 320,000. AID 434962;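 active = percent inhibition above the average of all tested compounds plus 3 SD, set per screening campaign, cut at about 16% in these data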;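 also: IDE supplied by intact live HEK cells; FP after avidin binding of uncleaved biotin substrate so inhibition keeps polarization high; 0% = DMSO wells and 100% = 60 µM reference IDE inhibitor Ii1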
Starred values were filed as active, the others as inactive; x = not tested or not shown.

Second line of a record: UBC9 SUMO inh	VIM-2 inh	IDE cell activ	IMP-1 inhibitor	IDE cell inh	NS3 helicase inh	CRFR2-BP antag	GalR3 antagonist	p-CIP stab down
- c1ccc(NC2=Nc3ccccc3CC2)cc1
→ 17	-0.9	-3	-3.2	2	0	26	-1	6
- Cc1ccc(-c2c(C(=O)O)c3ccccc3[nH]c2=O)cc1
→ 19	1.7	3	-0.8	2	7	-1	-7	4
- CC(C)OC(=O)/C(=C\C=C\c1ccccc1)NC(=O)c1ccccc1
→ -25	1.1	11	-1.8	2	-3	20	0	-5
- COc1cc(/C=N/NC(=O)c2ccc(CSc3nncn3C)cc2)cc(OC)c1O
→ 5	-5.4	6	-3.1	1	0	2	-5	-1
- O=C(O)C1CCCN1S(=O)(=O)c1cc(Cl)ccc1Cl (stereo unspecified)
→ 3	4.7	-1	-3.2	-1	4	12	-4	2
- CC(CC(=O)Nc1ccc(S(=O)(=O)Nc2ncccn2)cc1)c1ccccc1 (stereo unspecified)
→ 9	-1.0	1	-2.1	0	1	3	-11	-13
- O=C(Nc1ccc(Cl)cn1)c1cc2ccccc2o1
→ 4	1.4	2	-5.9	7	15	-20	-4	0
- CCOC(=O)c1cnc(-n2nc(C)cc2C)nc1NCc1ccccc1
→ 9	36*	6	-4.4	1	4	12	-1	-17
- COc1cccc(-c2nc(CS(=O)CC(=O)NCc3ccccc3)c(C)o2)c1 (stereo unspecified)
→ 1	-0.1	4	3.2	-2	-1	18	x	28
- N#C/C(=C\c1c(Oc2ccc(Cl)cc2)nc2ccccn2c1=O)C(=O)NC1CCS(=O)(=O)C1 (stereo unspecified)
→ 13	0.3	3	-2.0	-2	-10	-5	-9	16
- Cc1c(C(=O)O)nn(-c2cccc(C(F)(F)F)c2)c(=O)c1C#N
→ 11	-1.1	-2	-4.4	-5	7	7	-5	-6
- CC1CC(C)CN(C(=O)c2ccc(S(=O)(=O)N3CCCCC3)cc2)C1 (stereo unspecified)
→ -2	1.8	-1	1.4	0	16	-2	4	8
- CN(C(=O)c1cccc(N2C(=O)C3CC=CCC3C2=O)c1)C1CCCCC1 (stereo unspecified)
→ x	-2.3	1	-2.7	2	-1	-4	-1	x
- CCOC(=O)c1c(S(=O)(=O)NCC(=O)Nc2ccc(C)cc2)c(C)n(C)c1C
→ -3	-0.4	3	-1.2	-3	-4	-9	-1	3
- O=C(OCc1nnc(-c2ccc(Cl)cc2)o1)C12CC3CC(CC(O)(C3)C1)C2
→ -7	-1.7	3	-2.6	4	-2	4	-8	-7

Full records as entered above.
Results for COc1cccc(-c2nc(CS(=O)CC(=O)NCc3ccccc3)c(C)o2)c1 (stereo unspecified) : UBC9 SUMO inh = 1; VIM-2 inh = -0.1; IDE cell activ = 4; IMP-1 inhibitor = 3.2; IDE cell inh = -2; NS3 helicase inh = -1; CRFR2-BP antag = 18; GalR3 antagonist = x; p-CIP stab down = 28
Results for CCOC(=O)c1cnc(-n2nc(C)cc2C)nc1NCc1ccccc1 : UBC9 SUMO inh = 9; VIM-2 inh = 36*; IDE cell activ = 6; IMP-1 inhibitor = -4.4; IDE cell inh = 1; NS3 helicase inh = 4; CRFR2-BP antag = 12; GalR3 antagonist = -1; p-CIP stab down = -17

Other results follow:
Second line of a record: UBC9 SUMO inh	VIM-2 inh	IDE cell activ	IMP-1 inhibitor	IDE cell inh	NS3 helicase inh	CRFR2-BP antag	GalR3 antagonist	p-CIP stab down
- CN1CCc2nc(NC(=O)c3cccc(OC(F)F)c3)sc2C1
→ 27	-0.5	0	-0.8	8	-2	0	-2	-4
- CCN(Cc1ccc(OC)c(F)c1)C(=O)CCl
→ 9	-0.1	3	1.5	-3	10	-10	-6	-8
- O=C(CSCc1c(F)cccc1Cl)NCCc1ccccc1
→ 7	-0.6	1	-4.1	4	10	-3	-8	2
- Cc1ccc(NC(=O)CCNS(=O)(=O)c2ccccc2)c(C(=O)c2ccccc2)c1
→ 1	-1.2	5	-6.4	6	-4	3	-2	6
- CCCCN(C(=O)CSc1nnc(-c2ccco2)o1)c1c(N)n(Cc2ccccc2)c(=O)[nH]c1=O
→ -8	-2.3	-3	-2.4	-5	-6	-2	-6	-11
- O=C(Nc1cccc(C(F)(F)F)c1)C1CCCO1 (stereo unspecified)
→ 4	-0.6	-1	-2.2	4	-2	1	-3	-17
- Cc1cccc(OCC(=O)OCC(=O)c2c(N)n(C)c(=O)n(C)c2=O)c1
→ 22	0.0	-1	-1.5	3	-2	6	-1	0
- CCCCN(C(=O)CSCC(=O)Nc1ccc(C)cc1)c1c(N)n(CC(C)C)c(=O)[nH]c1=O
→ x	x	2	x	6	x	-4	-5	x
- COCC(=O)N(C)C[C@H]1N[C@@](Cc2ccccc2)(C(=O)OC)[C@H]2C(=O)N(Cc3ccccc3)C(=O)[C@@H]12
→ x	x	-2	x	0	x	16	-5	x
- CN1CCN(S(=O)(=O)c2cccc(C(=O)N(C)Cc3cccs3)c2)CC1
→ x	x	2	x	-4	x	7	-5	x
- NC(=O)C1CCN(C(=O)c2cc3c(s2)CCCC3)CC1
→ x	x	5	x	6	x	8	-3	x
- COc1ccccc1CNC1CCN(Cc2ccccc2)CC1
→ -11	-2.4	6	-2.1	-2	0	1	2	1
- CSc1ccc(S(=O)(=O)NCC(=O)OCC(=O)NC2(C#N)CCCCC2)cc1[N+](=O)[O-]
→ x	x	-1	x	7	x	-4	0	x
- Cc1ccccc1C(=O)Nc1ccc(N2CCCC2)cc1
→ 5	-4.9	-6	-2.5	-11	-6	-2	-4	-1
- CC(C)Cc1nc2oc3c(NCC(C)O)ncnc3c2c2c1CCCC2 (stereo unspecified)
→ 20	-0.7	5	-2.1	5	0	-19	-1	-4
- CC1=C(CCN2CCN(C(C)C)C(CCO)C2)C(C)(C)CCC1 (stereo unspecified)
→ 6	-0.8	1	-1.6	-3	6	8	-7	-3
- CCS(=O)CCSC(=N)N (stereo unspecified)
→ 10	-2.6	6	-2.8	7	3	8	-3	-11
- NC(=O)c1ccccc1N/C=C1\CCCCC1=O
→ 3	0.7	-1	-2.0	-3	9	-14	1	-7
- O=C(OCc1nc2ccccc2s1)c1cnccn1
→ 12	-3.6	0	-3.2	-4	3	-20	-3	-2
- O=C(CCc1nnc(CCCCc2ccccc2)o1)NCCCc1cccnc1
→ 12	1.5	-5	-2.4	0	-28	-2	-9	-12
- COc1ccc(-n2c(N)c(C(=O)NCc3ccco3)c3nc4ccccc4nc32)cc1OC
→ 91	1.8	2	-0.6	0	7	-13	-6	-9
- Cc1cc(C)c(NC(=O)CSc2nnc(CN3CCOCC3)n2C)c(C)c1
→ 0	-2.3	-1	-3.4	3	-5	5	-7	-5
- CCCn1c(CN2CCN(C(=O)OCC)CC2)nc2cc([N+](=O)[O-])ccc21
→ 15	-1.6	0	-1.4	1	-16	7	-10	-1
- CCc1ccc(Nc2n[n+](-c3ccccc3)c(-c3ccc(OC)c(Br)c3)s2)cc1
→ -40	-2.3	-4	1.9	4	-76	6	0	3
- CCOC(=O)CNC(=O)C1(/C=C/c2ccccc2)CC(=O)N1c1ccc(C)cc1 (stereo unspecified)
→ -6	-3.1	3	-5.9	9	-1	-19	-11	-10
- CCc1ccccc1NC(=O)CN(C)Cc1nc(N)nc(Nc2ccccc2C)n1
→ 3	-2.0	6	-2.5	3	-18	-5	-2	-15
- CC(C)OC(=O)c1nn2c(C(F)(F)F)cc(-c3ccc(Br)o3)nc2c1Br
→ 31	-3.2	3	-2.2	-3	30	-15	-6	-8
- CCc1ccc2nc(NC(=O)C3CSC4(C)CCC(=O)N34)sc2c1 (stereo unspecified)
→ x	x	-3	x	-2	x	-18	-4	x
- Nc1ccn(Cc2cccc(Cl)c2)n1
→ 13	1.9	7	-1.2	1	-2	9	-5	-3
- COc1ccc(OC)c(Nc2nc(-c3sc(C)nc3C)cs2)c1
→ 6	1.3	-4	-3.3	-2	6	-15	-4	5

In the list so far, 3 have a COOH group:
Second line of a record: UBC9 SUMO inh	VIM-2 inh	IDE cell activ	IMP-1 inhibitor	IDE cell inh	NS3 helicase inh	CRFR2-BP antag	GalR3 antagonist	p-CIP stab down
- Cc1ccc(-c2c(C(=O)O)c3ccccc3[nH]c2=O)cc1
→ 19	1.7	3	-0.8	2	7	-1	-7	4
- O=C(O)C1CCCN1S(=O)(=O)c1cc(Cl)ccc1Cl (stereo unspecified)
→ 3	4.7	-1	-3.2	-1	4	12	-4	2
- Cc1c(C(=O)O)nn(-c2cccc(C(F)(F)F)c2)c(=O)c1C#N
→ 11	-1.1	-2	-4.4	-5	7	7	-5	-6

Additional entries
Second line of a record: UBC9 SUMO inh	VIM-2 inh	IDE cell activ	IMP-1 inhibitor	IDE cell inh	NS3 helicase inh	CRFR2-BP antag	GalR3 antagonist	p-CIP stab down
- CC(OC(=O)/C=C/c1ccc2ccccc2n1)C(=O)N(C)c1ccccc1 (stereo unspecified)
→ x	x	2	x	-3	x	6	-6	x
- C=CCn1c(NC(=O)c2ccc(Br)o2)c(C(=O)OCC)sc1=S
→ 10	-0.2	-4	-1.4	7	12	11	-3	-19
- COc1ccc(/C=C/C(=O)OCC(=O)NCCC2=CCCCC2)cc1OC
→ -4	-1.9	0	-2.0	0	-6	-6	-3	5
- COc1ccc(/C=N/Nc2cc(C)nc3ccc(OC)cc23)c(OC)c1
→ 10	5.1	4	1.0	1	-43	12	-8	1
- CC(C)(C)NC(=O)CSc1ccc(C(C)(C)C)cc1
→ -16	-2.3	4	-2.9	2	0	-17	-4	-15
- C/C(CCC(=O)O)=N/Nc1ccc([N+](=O)[O-])cc1[N+](=O)[O-]
→ 8	1.9	5	0.0	-1	-6	23	-6	0
- Cc1cc(NS(=O)(=O)c2ccc(NC(=S)Nc3ccc(Cl)cc3C)cc2)no1
→ 8	-2.6	4	-3.6	-3	4	-4	-4	-9
- O=C1CN(S(=O)(=O)c2cccc(Br)c2)CCN1
→ x	x	7	x	1	x	1	-1	x
- CCOC(=O)c1cnc(SC)nc1Oc1cccc(NS(=O)(=O)c2ccc(Cl)cc2)c1
→ -29	-5.2	1	-1.9	7	-4	-16	-4	8
- Fc1ccc(CN2CCN3CCCC3C2C2CCCCC2)cc1F (stereo unspecified)
→ -19	-0.3	0	-3.6	-4	-15	-8	-6	-14
- O=C(CN1CCN(c2ccc(Cl)cc2)CC1)N1CCCC1
→ 9	-3.0	-7	-0.2	2	0	10	-1	-4
- C/C(=N\n1nnnc1Nc1ccccc1)c1ccc(N)cc1
→ 3	-3.1	x	-3.8	-4	9	x	x	-20
- Cc1occc1C(=O)NNC(=S)NCc1ccccc1
→ -12	-2.7	5	-3.9	7	5	-22	-1	4
- O=C(NCC(c1cccs1)N1CCOCC1)c1ccccc1NS(=O)(=O)c1ccc(Cl)cc1 (stereo unspecified)
→ -9	-3.8	4	-2.3	-1	4	41	-6	5
- CCOC(=O)C(=Cc1ccc(-n2ccnc2)cc1)C(=O)OCC
→ -13	4.1	0	-0.9	0	-5	10	0	-12
- CC(=O)n1cc(Nc2ccc([N+](=O)[O-])cc2)c2ccccc21
→ 8	-1.7	2	-1.9	-2	14	-6	-3	20

Screens as filed in PubChem BioAssay.
